# Source: PubChem (Sanford-Burnham Center for Chemical Genomics)
# SENP8 block = inhibitors of human SENP8 protease; actives 1.2% (n = 330,000); inhibition, % at 10 µM; purified SENP8, Z-RLRGG-aminoluciferin cleavage, luminescence
# Target sequence (Q96LD8 whole entry, looked up): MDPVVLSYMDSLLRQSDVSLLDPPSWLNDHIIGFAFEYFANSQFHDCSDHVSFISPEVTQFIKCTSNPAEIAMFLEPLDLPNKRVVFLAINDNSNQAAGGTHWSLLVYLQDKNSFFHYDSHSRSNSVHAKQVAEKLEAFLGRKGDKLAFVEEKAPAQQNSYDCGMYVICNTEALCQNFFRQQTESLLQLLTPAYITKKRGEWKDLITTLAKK
# CCR6 antagonist = blocks CCL20-driven beta-arrestin recruitment at human CCR6. P51684. CHO-K1 CCR6 PathHunter beta-arrestin, luminescence, CCL20-stimulated. inhibition, % at 20 µM. actives 0.49% (n = 340,000). AID 493098;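 active = compounds whose inhibition of the agonist-driven luminescence signal at 20 µM reaches about 50%, limit read from the data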;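 note: cells stimulated with CCL20 at 14 nM final; plate controls were DMSO with CCL20 for no effect and DMSO without agonist for full effect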
# Target sequence (P51684 whole entry, looked up): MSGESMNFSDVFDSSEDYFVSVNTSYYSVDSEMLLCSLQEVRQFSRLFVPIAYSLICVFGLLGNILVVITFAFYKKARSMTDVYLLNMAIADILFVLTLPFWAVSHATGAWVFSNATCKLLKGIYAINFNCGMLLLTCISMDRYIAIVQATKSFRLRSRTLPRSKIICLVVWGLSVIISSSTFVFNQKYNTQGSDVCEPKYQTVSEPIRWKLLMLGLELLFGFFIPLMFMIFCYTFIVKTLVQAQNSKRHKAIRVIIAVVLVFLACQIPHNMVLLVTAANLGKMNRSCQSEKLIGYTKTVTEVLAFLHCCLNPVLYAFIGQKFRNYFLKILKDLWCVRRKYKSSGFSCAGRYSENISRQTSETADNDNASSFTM
# Gli-Sufu antag = blocks Gli-Sufu signaling in a luciferase reporter; Sufu-KO-LIGHT fibroblasts, Gli luciferase reporter luminescence; inhibition, % at 5 µM; actives 0.74% (n = 340,000); AID 588413;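 active = inhibition above about 55%, limit read from the data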;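 note: 0% = DMSO-treated cells and 100% = wells with medium but no cells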
# Apaf1 inhib = blocks human Apaf-1 apoptosome activity | actives 0.71% (n = 330,000) | inhibition, % at 20 µM | AID 489030 | reconstituted apoptosome caspase-3 activity, DEVD-Rh110 fluorescence | O14727; active = inhibition of at least 40% at 20 µM;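 note: plate controls were DMSO wells for no effect and DEVD-CHO caspase inhibitor wells for full effect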
#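 System – cell-free apoptosome with Apaf-1, procaspase-3 and caspase-9 · Buffer or medium – pH 7.5 Hepes buffer with CHAPS, BSA, DTT · Also added – cytochrome c with DEVD-Rh110 · Times – 30 min compound preincubation, 50 min activation, room temperature · Technique – Rh110 fluorescence intensity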
# EBI2 block = antagonists of human EBI2 receptor; P32249; actives 0.81% (n = 360,000); EBI2 beta-arrestin recruitment, luminescence, 7a,25-OHC stimulated; inhibition, % at 5 µM; in the data active = inhibition above about 38%;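 note: enzyme fragment complementation signal reports receptor beta-arrestin coupling in cells; 0% = agonist plus DMSO wells and 100% = wells without agonist; some results beyond the cut were filed as inactive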
# Target sequence (P32249 whole entry, looked up, the tested form may be a part): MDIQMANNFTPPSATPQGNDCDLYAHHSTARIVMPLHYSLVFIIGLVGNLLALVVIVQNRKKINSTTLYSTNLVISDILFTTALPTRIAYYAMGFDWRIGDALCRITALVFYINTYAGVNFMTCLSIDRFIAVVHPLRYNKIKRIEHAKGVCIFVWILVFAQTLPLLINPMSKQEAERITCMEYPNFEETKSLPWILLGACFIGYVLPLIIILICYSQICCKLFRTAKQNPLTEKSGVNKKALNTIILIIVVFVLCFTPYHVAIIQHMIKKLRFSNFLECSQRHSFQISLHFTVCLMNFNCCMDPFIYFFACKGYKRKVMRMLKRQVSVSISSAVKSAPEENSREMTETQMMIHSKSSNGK
# UBC13 polyUb = human UBC13 polyubiquitination inhibition; P61088; UBC13 polyubiquitin chain formation, TR-FRET; inhibition, % at 20 µM; actives 0.47% (n = 330,000); in the data active = inhibition above about 45%, passing the limit was not always enough
# Jurkat NFkB inh = lowers PMA/ionomycin-induced NF-kB signal in Jurkat cells | PMA/ionomycin-induced NF-kB luciferase reporter, luminescence | inhibition, % at 4 µM | actives 0.53% (n = 330,000) | AID 435003
# 697 NFkB inh = inhibitors of the PMA/ionomycin-induced NF-kB reporter in 697 B cells. 697 B-cell NF-kB luciferase reporter, 16 h. inhibition, % at 4 µM. actives 0.33% (n = 330,000). AID 435022; in the data active = inhibition above about 35%
# Starred values were filed as active, the others as inactive. Cut-off read from the data, not from the text of the source, unless noted: active = inhibition above about 50%; inactive = the rest. Only part of the results is shown; rates above refer to the full screens.
SMILES,SENP8 block,CCR6 antagonist,Gli-Sufu antag,Apaf1 inhib,EBI2 block,UBC13 polyUb,Jurkat NFkB inh,697 NFkB inh
Cc1ccc(S(=O)(=O)N2CCOCC2)cc1C(=O)NC(=S)N1CC(C)OC(C)C1 (stereo not given),1,-12,3,0,1,5,4,7
Cc1cc(C)c(S(=O)(=O)NCCn2ccc3ccccc32)c(C)c1,-1,9,1,22,9,8,12,-18
COc1ccc(S(=O)(=O)NCc2csc(C)n2)cc1,-5,-7,-60,-3,-12,-2,-2,18
Cc1ccccc1-c1nnc(Cc2ccccc2)o1,0,10,-75,10,9,6,-116,-94
COC(=O)c1c(C)nn(-c2ccc(F)c(Cl)c2)c1-c1cc(C)on1,-6,13,8,-8,8,3,14,-21
CCCCOC(=O)C(C#N)c1nc2ccccc2nc1N1CCN(Cc2ccc3c(c2)OCO3)CC1 (stereo not given),-4,17,-12,20,46*,-18,-1,15
O=C(NC(=S)N(CCO)Cc1ccccc1)c1cc(Br)ccc1Cl,-5,6,-10,0,-5,-4,12,3
CCN(C[C@H]1N[C@@](CC)(C(=O)OC)[C@H]2C(=O)N(C)C(=O)[C@@H]12)S(=O)(=O)c1ccc(F)cc1,1,10,-5,-13,-7,3,2,-7
CCCCN(C(=O)c1oc2ccc(OCC)cc2c1C)c1c(N)n(CCCC)c(=O)[nH]c1=O,2,8,0,7,2,-6,-2,-9
O=C(O)/C=C/C(=O)Nc1ccccc1SC(F)(F)C(F)(F)C(F)(F)F,-8,1,-6,8,-3,-7,-2,26

# Taken from the listing (5 entries):
SMILES,SENP8 block,CCR6 antagonist,Gli-Sufu antag,Apaf1 inhib,EBI2 block,UBC13 polyUb,Jurkat NFkB inh,697 NFkB inh
COc1ccc(S(=O)(=O)NCc2csc(C)n2)cc1,-5,-7,-60,-3,-12,-2,-2,18
Cc1ccccc1-c1nnc(Cc2ccccc2)o1,0,10,-75,10,9,6,-116,-94
COC(=O)c1c(C)nn(-c2ccc(F)c(Cl)c2)c1-c1cc(C)on1,-6,13,8,-8,8,3,14,-21
CCCCOC(=O)C(C#N)c1nc2ccccc2nc1N1CCN(Cc2ccc3c(c2)OCO3)CC1 (stereo not given),-4,17,-12,20,46*,-18,-1,15
O=C(NC(=S)N(CCO)Cc1ccccc1)c1cc(Br)ccc1Cl,-5,6,-10,0,-5,-4,12,3

# Next section
SMILES,SENP8 block,CCR6 antagonist,Gli-Sufu antag,Apaf1 inhib,EBI2 block,UBC13 polyUb,Jurkat NFkB inh,697 NFkB inh
CC(CCc1ccccc1)OS(N)(=O)=O (stereo not given),-8,0,-4,-9,4,-8,-78,-49
CCN(C(=O)COC(=O)c1cnc(C)cn1)C1CCS(=O)(=O)C1 (stereo not given),12,5,2,0,-14,-2,5,20
COc1cccc(NCc2cc(=O)oc3cc(C)c(C(C)C)cc23)c1,-5,15,6,19,10,2,2,-8
CCn1nc(C)cc1C(=O)n1nc(C)c(Sc2ncccn2)c1C,-3,-4,1,-10,-5,6,-13,0
CSCC[C@H](NC(=O)N1CCn2c1nc1ccccc12)C(=O)NCc1ccccc1,-12,7,-4,10,-13,1,13,-8
CCOC(=O)CNc1c(-c2ccccc2)nc2ccc(Cl)cn12,4,4,-19,15,2,10,-36,-41
CCOC(=O)N1CCC(=NNC(=O)COc2cccc(C)c2)CC1,-9,-6,0,0,0,-7,-5,4
Cc1ccc(NC(=O)c2cccc(NC3=NC4CS(=O)(=O)CC4S3)c2)cc1C (stereo not given),0,2,5,-5,-7,6,3,-4
Cc1cc(C)n(CC(=O)NN)n1,0,-7,2,2,4,2,8,10
Cc1ccc2nc(SCC(=O)N3c4ccccc4CC3C)c(C)cc2c1 (stereo not given),2,2,-1,15,11,0,-17,-36
CCc1cc(=O)oc2cc(OCc3ccc(C(=O)O)o3)ccc12,-7,-7,-7,9,-3,-9,1,-22
O=C(CN1C(=O)NC(Cc2ccccc2)C1=O)Nc1ccc(OC(F)(F)F)cc1 (stereo not given),-4,13,-3,7,1,11,1,19
Cc1ccccc1-c1cc(C(=O)NCc2ccc(OC(F)(F)F)cc2)nn1CC1CC(c2cccc([N+](=O)[O-])c2)=NO1 (stereo not given),2,8,11,16,20,6,2,14
COc1ccc(-n2c(Cn3c(=O)sc4ccccc43)nnc2SCC(=O)N2CCCC2)cc1,8,7,-5,-5,-2,7,12,-12
CCOc1ccc(-c2nc(N)ncc2Oc2ccccc2Br)c(O)c1,-3,8,16,35,29,11,2,22
COc1ccc(-c2cc3c(=O)n(CC(=O)NCCCN4CCN(Cc5ccccc5)CC4)ncn3n2)cc1,9,29,35,25,-7,5,-3,-100
O=C(Nc1nccs1)[C@@H]1CCCN1S(=O)(=O)c1ccc(Cl)cc1,4,10,-2,-1,1,18,-3,9
COc1ccc(CCn2c(-c3ccc(F)cc3)nc3c(c(=O)c4ccccc4n3C)c2=O)cc1OC,1,8,15,-2,10,10,9,-11
CC(C)(C)NC(=O)c1ccc(Cn2cc(C(F)(F)F)ccc2=O)cc1,-7,3,12,3,-8,-2,1,6
COc1ccc(OCCOC(=O)CNC(=O)c2ccc(C)cc2)cc1,-7,16,-8,3,3,-1,-3,-1
Cc1nc2ccccn2c1/C(O)=C1\C(=O)C(=O)N(CCN2CCOCC2)C1c1ccncc1 (stereo not given),6,8,-10,-7,-5,2,11,15
CCN(C(=O)CCN1C(=O)S/C(=C\c2ccccc2)C1=O)C1CCS(=O)(=O)C1 (stereo not given),0,0,-3,-12,-1,0,-4,5
COc1ccc(CC(=O)N(Cc2ccccc2)c2ccccc2)cc1S(=O)(=O)N1CCOCC1,-7,5,2,6,-16,-9,-1,8
CC(C)(C)NC(=O)C(c1ccc(F)cc1)N(Cc1ccco1)C(=O)CCC(=O)Nc1nccs1 (stereo not given),-2,2,-8,24,2,3,0,8
O=C(O)c1cccnc1C(=O)O,2,2,6,-8,-6,-2,19,14
COc1ccc(CNC(=O)CC2C(=O)NCCN2C2Cc3ccccc3C2)cc1 (stereo not given),12,11,1,-7,-7,9,5,20
Cc1ccc(C2NC(=O)c3ccccc3O2)cc1 (stereo not given),2,3,4,-11,-5,13,-11,7
Cc1ccc(S(=O)(=O)N2CCN=C2SCc2c(F)cccc2Cl)cc1,-7,25,5,16,10,-11,7,-60
COc1ccc(C(=O)Nc2ccc(Oc3ncnc4sc(-c5ccccc5)cc34)cc2)cc1OC,-13,15,11,11,8,18,-32,-9
Cc1cc(C)n(S(=O)(=O)c2cc(C(=O)O)c(Cl)cc2Cl)n1,-7,-4,4,-3,5,-1,-6,5
CC(C)CCNC(=O)COC(=O)/C=C/c1ccc2ccccc2n1,8,4,6,-7,5,-4,-7,-10
CC1CCCN(C(=O)C2CC(=O)N(c3ccc(Cl)cc3)C2)C1 (stereo not given),-1,6,-9,12,8,0,-14,-3
CCc1ccc(NC(=O)N(CCCN2CCOCC2)C(C)c2cc3cccc(OC)c3o2)cc1 (stereo not given),5,8,0,12,-1,12,-15,6
CN(C)S(=O)(=O)c1cccc(C(=O)OCC(=O)c2ccc3c(c2)NC(=O)CO3)c1,3,8,-15,-4,2,4,-2,8
COc1cccc(NC(=O)CN2C(=O)COc3ccc(S(=O)(=O)N4CCC(C)CC4)cc32)c1,-11,-10,-3,28,5,-4,-11,-22
C=CCOC(=O)C1=C[C@H](c2coc3ccccc3c2=O)C[C@H](OCc2ccc(CO)cc2)O1,8,14,5,12,5,1,7,12
O=C(NCCN1CCOCC1)c1cccnc1SCc1ccccc1Cl,-11,12,-5,-1,-2,-6,-8,-1
O=C(c1ccc2c(c1)OCCO2)C1CCN(C(=O)Nc2ccccc2F)CC1,-9,6,-10,14,4,6,-8,5
CCN(c1cccc(C)c1)S(=O)(=O)c1ccc2c(c1)N(C(C)=O)CCS2,7,21,-18,13,29,-4,-3,-35
Cc1ccc(S(=O)(=O)c2cc(C)cc(S(=O)(=O)Nc3ccc(C(=O)O)cc3)c2C)cc1,-2,1,-16,3,6,-2,11,-3
COc1cnc(-c2cccc(C(F)(F)F)c2)nc1OC,-4,-4,-3,-2,1,9,0,9
CC(=O)NCCc1nc2cc(NC(=O)COc3ccc(C)cc3)ccc2n1C,1,11,-5,8,0,-2,6,-2
c1ccc(-n2nnnc2SCCCSc2nc3ccccc3s2)cc1,-5,14,6,6,6,-2,-7,26
FC(F)(F)c1nnc2sc(-c3ccco3)nn12,-1,3,3,-5,-9,-13,0,5
Cc1ccc(C)c2[nH]c(=O)c(CN(CCN3CCOCC3)Cc3nnnn3CC3CCCO3)cc12 (stereo not given),1,-5,-4,-15,-14,5,5,9
O=C(NCc1ccco1)c1cnccn1,-2,10,-3,-8,-7,1,-6,2
COc1cc(-c2cc(C(=O)Nc3ccccc3N3CCOCC3)c3ccccc3n2)cc(OC)c1OC,1,10,17,20,-4,3,-12,12
Cc1cc(C)cc(OCCNC(=O)c2ccc(Br)cc2)c1,-1,11,0,0,18,4,1,8
Cn1c(=O)[nH]c(=O)c2c1ncn2CCN1CCOCC1,0,12,92*,2,0,-1,12,-5
Cc1ccc(C)c(N2C(=O)CC(Cc3ccccc3)C2=O)c1 (stereo not given),-15,-6,2,3,-6,-7,-14,-24
# Remaining list, next part
SMILES,SENP8 block,CCR6 antagonist,Gli-Sufu antag,Apaf1 inhib,EBI2 block,UBC13 polyUb,Jurkat NFkB inh,697 NFkB inh
CCN(CC(=O)Nc1ccccc1C(F)(F)F)C(=O)C1=COCCO1,-1,-8,-2,-5,-5,-3,1,13
Cc1ccc(C)c(S(=O)(=O)NCCCN2CCOCC2)c1,7,-7,3,-12,-14,5,-5,16
CCOC(=O)C1(Cc2ccccc2Cl)CCN(Cc2csc(C(C)=O)c2)CC1,-10,13,30,9,8,13,20,-10
O=C(O)c1cc2cc(Cl)ccc2oc1=O,3,-1,2,-17,-1,17,-12,21
O=C(O)c1cccc(NC(=S)N/N=C/c2c[nH]c3ccccc23)c1,8,4,-28,-11,-12,-4,20,6
CCN(CC)CCNC(=O)CCc1n[nH]c(=O)c2ccccc12,-11,14,11,11,-12,-10,-16,18
Cn1c(SCC(=O)Nc2ccc(Cl)cc2)nnc1C1CC1,1,8,-5,4,-2,1,15,0
O=C(Nc1ccc2c(c1)OCO2)C1CCCN(c2nc3ccccc3s2)C1 (stereo not given),6,1,-45,4,-1,4,9,0
COc1cc2c(cc1OC)C(c1ccc(Cl)cc1)CC(=O)N2 (stereo not given),24,10,4,6,6,-2,3,0
CSC(=Nc1ccccc1)C1=C(O)COC1=O,-1,-13,-2,-18,4,-3,6,1
CC1CCCN(CC(=O)Nc2cccc([N+](=O)[O-])c2)C1 (stereo not given),-4,3,5,1,7,-14,7,30
CCN(CC(=O)Nc1ccc(OC)cc1)C(=O)CCS(=O)(=O)c1ccc(C)cc1,3,21,-4,33,1,14,-4,3
Cc1ccnc2nc(C(=O)Nc3nccs3)nn12,-8,14,-24,7,-17,-14,-18,-28
Cc1csc(SCC(=O)N2CCCC2)n1,-5,5,-3,3,-5,-2,-4,-7
Cc1ccccc1C(C(=O)NC1CCCCC1)N(C(=O)CNC(=O)c1ccco1)c1cccnc1 (stereo not given),-12,-3,27,-3,-10,0,-19,0
CC(=O)OC(C)=O,3,-9,0,-9,4,1,4,19
O=[N+]([O-])c1ccccc1OCCCOc1cccc2cccnc12,-11,6,-34,13,-2,6,-31,-50
O=C1CCCN1c1ccc(S(=O)(=O)NCCc2ccc(Cl)cc2)cc1,9,-1,-20,-5,10,8,9,15
CCc1nn(CCCC(=O)NCc2ccccc2Br)c(=O)c2cc3occc3n12,2,11,82*,46*,-3,3,-1,-11
CCN(C(=O)c1cc2c(C)nc3ccccc3c2o1)c1cc(Cl)ccc1OC,6,22,12,13,25,4,6,-37
CC1(C)CC(=O)C(C2(O)C(=O)N(Cc3ccccc3)c3ccccc32)CO1 (stereo not given),5,30,5,10,8,7,13,16

# Filtered by structure, the entries above containing a tert-butyl group (two)
SMILES,SENP8 block,CCR6 antagonist,Gli-Sufu antag,Apaf1 inhib,EBI2 block,UBC13 polyUb,Jurkat NFkB inh,697 NFkB inh
CC(C)(C)NC(=O)c1ccc(Cn2cc(C(F)(F)F)ccc2=O)cc1,-7,3,12,3,-8,-2,1,6
CC(C)(C)NC(=O)C(c1ccc(F)cc1)N(Cc1ccco1)C(=O)CCC(=O)Nc1nccs1 (stereo not given),-2,2,-8,24,2,3,0,8
